AMA1-RON2 inh – qHTS for Inhibitors of AMA1-RON; Towards Development of Antimalarial Drug Lead: Primary Screen | Potency, µM (doses to about 58.2 µM), without a hit: at the highest dose activity change, negative = inhibition, actives largely listed as inhibitors | AlphaScreen AMA1-biotinylated RON2 peptide binding | actives 0.2% (n = 360,000) | Plasmodium falciparum AMA1 (3D7) - RON2 peptide interaction;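 note: potency is the fitted concentration of half-maximal effect; 0% = vehicle wells and -100% = peptide control; nearly all actives have a fitted effect of over 45% in size; some results filed as inactive show a strong effect at the top dose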
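AMA1 (3D7) with his tag at 25 nM final met compounds first, then biotinylated RON2 peptide at 25 nM; detection used donor plus acceptor beads, 10 µg/mL apiece, read by AlphaScreen after 30 min at room temperature.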
Sm TGR inh – qHTS Assay for the Inhibitors of Schistosoma Mansoni Peroxiredoxins | Schistosoma mansoni thioredoxin glutathione reductase (TGR), Q962Y6 | purified TGR, DTNB reduction, TNB absorbance 405 nm | Potency, µM (series often up to 114 µM), for inactives: top-dose activity change, negative = inhibition, most hits filed as inhibitors | actives 3% (n = 360,000) | AID 485364, 2010; note: potency is the fitted concentration of half-maximal effect; nearly all actives have a fitted effect of over 60% in size
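Kinetic colorimetric format: TGR-catalysed, NADPH-driven DTNB reduction monitored via TNB absorbance. Enzyme dispensed at 20 nM; compound exposure 15 min at room temperature before reaction start.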
LmPK inhibitor – qHTS Assay for Inhibitors of Leishmania Mexicana Pyruvate Kinase (LmPK) | AID 1721, 2009 | actives 0.37% (n = 290,000) | Potency, µM (top dose mostly 57.5 µM), without a hit: at the top dose activity change, negative = inhibition, hits mostly inhibitors | purified LmPK, Kinase-Glo ATP luminescence, 1 h; note: potency is the fitted concentration of half-maximal effect
Target sequence (Q27686 whole entry, looked up): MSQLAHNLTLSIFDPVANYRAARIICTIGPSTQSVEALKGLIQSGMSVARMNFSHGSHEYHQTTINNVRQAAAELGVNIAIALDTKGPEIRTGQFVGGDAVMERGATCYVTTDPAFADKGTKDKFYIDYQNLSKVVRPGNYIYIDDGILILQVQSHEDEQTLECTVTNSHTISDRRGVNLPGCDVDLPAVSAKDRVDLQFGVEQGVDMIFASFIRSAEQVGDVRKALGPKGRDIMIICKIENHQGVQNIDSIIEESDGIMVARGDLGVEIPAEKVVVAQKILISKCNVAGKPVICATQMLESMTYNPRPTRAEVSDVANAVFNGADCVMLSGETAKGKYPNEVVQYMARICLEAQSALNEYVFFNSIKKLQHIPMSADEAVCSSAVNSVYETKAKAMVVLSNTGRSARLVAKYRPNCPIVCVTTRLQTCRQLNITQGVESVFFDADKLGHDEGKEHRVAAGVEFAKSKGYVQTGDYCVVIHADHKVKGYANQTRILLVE
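Pyruvate kinase activity monitored as ATP production (luciferase luminescence). Conditions: 0.1 nM enzyme, 0.5 mM PEP, 0.1 mM ADP, 1 h, RT; normalized against uninhibited and no-enzyme wells.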
AmpC no deterg – qHTS Inhibitors of AmpC Beta-Lactamase (assay without detergent); actives 0.52% (n = 330,000); AmpC nitrocefin hydrolysis, absorbance 480 nm, 0.0001% Triton; Potency, µM (doses to about 57.1 µM), for inactives: at the highest dose activity change, negative = inhibition, usual class: inhibitors;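 note: potency is the fitted concentration of half-maximal effect; plate controls were no compound for no effect and no enzyme for full effect; nearly all actives have a fitted effect of over 20% in size; some results filed as inactive show a strong effect at the top dose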
Target sequence (P00811 whole entry, looked up): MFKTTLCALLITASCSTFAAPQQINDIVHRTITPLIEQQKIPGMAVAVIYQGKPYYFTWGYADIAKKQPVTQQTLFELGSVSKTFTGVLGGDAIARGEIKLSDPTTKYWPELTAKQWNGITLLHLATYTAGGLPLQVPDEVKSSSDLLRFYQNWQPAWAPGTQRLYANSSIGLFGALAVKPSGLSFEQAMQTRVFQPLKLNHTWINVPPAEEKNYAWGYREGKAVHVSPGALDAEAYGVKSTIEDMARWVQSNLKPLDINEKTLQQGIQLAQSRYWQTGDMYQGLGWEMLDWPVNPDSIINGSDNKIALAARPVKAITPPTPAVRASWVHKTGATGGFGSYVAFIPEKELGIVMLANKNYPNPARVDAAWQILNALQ
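20 mM phosphate pH 7.0 + 0.01% (detergent screen) or 0.0001% Triton X-100; 5.3 nM AmpC reagent; cpd preinc 15 min RT; nitrocefin (800 uM stock) to start; A480 q20 s × 4 min; Activity was normalised to no-enzyme and no-compound control wells.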
AmpC detergent – qHTS Inhibitors of AmpC Beta-Lactamase (assay with detergent); P00811; AmpC hydrolysis of nitrocefin, absorbance 480 nm, 0.01% Triton; Potency, µM (highest dose often 114 µM), inactives show at the top dose activity change, negative = inhibition, usual class: inhibitors; actives 0.041% (n = 370,000); AID 485294, 2010;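 note: potency is the fitted concentration of half-maximal effect; 0% = no-compound wells and -100% = no-enzyme wells; nearly all actives have a fitted effect of over 25% in size; some results filed as inactive show a strong effect at the top dose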
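AmpC (5.3 nM in the dispensed reagent) in 20 mM phosphate pH 7.0 with 0.01% (detergent screen) or 0.0001% Triton X-100 was preincubated with compounds for 15 min at room temperature. Nitrocefin was then added from an 800 uM solution, and hydrolysis was followed at 480 nm.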
TbPYK inhibitor – qHTS of Trypanosoma Brucei Inhibitors. TbPYK enzyme, Kinase-Glo Plus ATP luminescence, 45 min. Potency, µM (doses to about 76.8 µM), for inactives: at the highest dose activity, negative = inhibition, hits mostly inhibitors. AID 624173, 2012. actives 0.12% (n = 410,000); note: potency is the fitted concentration of half-maximal effect; nearly all actives have a fitted effect of over 50% in size
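Assay buffer: 50 mM TEA pH 7.2, 100 mM KCl, 10 mM MgCl2, 0.05% BSA, 0.01% Tween-20. Pyruvate kinase from T. brucei plus substrate met compound, then ADP (130 uM final). Luminescence was read post 45 min RT.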
HCMV inh – qHTS Assay for inhibitors of the human cytomegalovirus (HCMV). HFF cells, HCMV-luciferase reporter, 72 h; stronger effect = lower value. activity change, negative = inhibition, % at 57.5 µM. actives 4.5% (n = 410,000). AID 1259415, 2018; in the data active = activity change below about -60%; inconclusive = no clear call, values can overlap the other calls; inactive = above about -39%
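Screen run at 2 compound doses on HFFs infected with reporter HCMV, MOI 1 PFU/cell. Luciferase activity from cell lysates at 72 h post infection gave inhibition relative to buffer-only and Salinomycin wells.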
An asterisk follows results filed as active; u = inconclusive; x = not tested or not shown; [ ] = another dose, or the depositor's remark. Unless noted, calls come from the whole dose curve; as a rule, active = well fitted curve in the direction sought with a large enough effect; inconclusive = small, poorly fitted or top-dose-only effect, or another doubt; inactive = no such curve, though single readings can be large; an effect the other way counts as inactive or inconclusive. Unless noted, % is set by controls: 0 for no effect and ±100 for the full control effect.

Sequence of screens – AMA1-RON2 inh | Sm TGR inh | LmPK inhibitor | AmpC no deterg | AmpC detergent | TbPYK inhibitor | HCMV inh
O=C(CSc1cccc[n+]1[O-])NN(c1ccccc1)c1ccccc1
    0% | 3% | -1% | -14% | 5% | 21% | 0
CSc1ccc(NC(=O)CC(C)=O)cc1
    1% | -2% | 4% | -13% | u | 6% | 21
NC(=O)C1CCN(C(=O)CC2(CC(=O)O)CCCCC2)CC1
    -4% | 3% | -2% | -6% | -2% | -7% | u
CCNCc1cc(OCC)c(OCC(=O)NCCc2ccccc2)cc1Cl
    20% | 4% | -5% | 32% | 4% | 0% | 41
COc1ccc(NC(=O)CSc2nnc(NC(=O)c3ccc(S(=O)(=O)N4CCOCC4)cc3)s2)cc1
    -12% | -7% | -1% | -29% | -7% | -18% | 60
Cc1nc2ccccc2n1C(C)c1ccccc1 (stereo not given)
    0% | -21% | -1% | -1% | -13% | 5% | 33
Cc1nnc(NC(=O)c2ccc3ccccc3c2)s1
    -4% | 8% | 1% | -12% | -10% | 0% | 134
Cc1nc(N2CCN(S(=O)(=O)c3ccccc3C#N)CC2)c2c(-c3cccs3)csc2n1
    -13% | -9% | 7% | -15% | 1% | -7% | -38
Cc1cccc(-n2c(O)c(C=NCc3cccnc3)c(=O)[nH]c2=O)c1C
    0% | 10% | -4% | -10% | -5% | -3% | 33
CC(=O)Nc1ccccc1-c1nc2ccc(C(=O)N3CCN(c4ccccc4)CC3)cc2[nH]c1=O
    3% | -30% | -2% | 45% | -7% | -4% | 49
Cc1cc(C(=O)Cn2nc(C(=O)O)c3ccccc3c2=O)c(C)n1-c1ccc(OC(F)F)cc1
    -16% | -4% | -3% | -4% | -4% | -6% | -66*
O=C(COC(=O)c1ccc2c(c1)C(=O)N(Cc1ccncc1)C2=O)Nc1ccccc1[N+](=O)[O-]
    -17% | -11% | 3% | -10% | u | -2% | 52
CC(C)(C)NC(=O)C(c1ccncc1)N(C(=O)CNC(=O)c1ccco1)c1ccc2c(c1)OCO2 (stereo not given)
    0% | u | -3% | -4% | -14% | -1% | u
O=C(Nc1cccc(C(=O)N2CCN(c3ccccc3)CC2)c1)c1ccco1
    -8% | -11% | 0% | 6% | 0% | -3% | 20
CCCc1cc(=O)n2[nH]c(NCc3ccc(Cl)cc3Cl)nc2n1
    3% | -26% | -3% | -46% | -5% | -20% | -16
Cc1ccccc1OCC(=O)Nc1ccc(C(N)=O)cc1
    4% | 2% | 0% | -15% | -6% | 8% | 42
Cc1cc2nc3n(c2cc1C)CC1CC(C(=O)NCC2CC2)N(C)C31 (stereo not given)
    -1% | 0% | -1% | 3% | -7% | 4% | 9
CCNC(=O)C1CCCN(C(=O)c2ccc(OC)cc2)CC1 (stereo not given)
    9% | x | x | x | x | -14% | -6
CCCC1CCC(C(=O)Nn2cnc3ccccc3c2=O)CC1 (stereo not given)
    21% | -2% | 0% | -23% | u | -7% | 4
CC(=O)c1ccc(S(=O)(=O)N2CCn3cccc3C2c2ccccc2F)cc1 (stereo not given)
    x | -32% | x | x | 3% | 1% | 3
CC(=O)Nc1cc(-c2ccc(Cl)cc2)[nH]n1
    -5% | 7%[57.1 µM] | -1% | -17% | -4% | -2% | 72
O=C(NCc1ccc(F)cc1)C1CCCN(c2ncnc3onc(-c4ccc(F)cc4)c23)C1 (stereo not given)
    x | -12% | x | x | -4% | -5% | 10
CC1=NC2(CCCc3c2no[n+]3[O-])N(O)C1(C)C (stereo not given)
    13% | 45µM* | -2% | -1% | -13% | 0% | 37
Cc1cc(Nc2cc(Cl)ccc2C)n2nc(-c3ccccc3)nc2n1
    x | 5% | x | x | 15% | 7% | -32
CCN(CC)S(=O)(=O)c1ccc2[nH]c(=O)cc(C(=O)Nc3ccccc3N3CCOCC3)c2c1
    5% | 1% | x | 29% | 5% | 11% | -10
CCCOC(=O)c1ccc(NC(=O)c2nc3nc(C)cc(C)n3n2)cc1
    -3% | -1% | -4% | 11% | -9% | 7% | 59
COc1ccccc1NC(=O)Cn1c(C)cc(=O)c2cccc(OC)c21
    7% | -4% | 12% | 193%[activator] | -5% | 0% | -10
Cc1ccc(NC(=O)COc2ccccc2[N+](=O)[O-])nc1
    13% | 1% | -5% | -4% | -12% | -5% | 18
COc1ccc(C2c3ccsc3CCN2C(=O)C(C)(C)C)cc1 (stereo not given)
    -19% | -3% | 4% | -1% | -3% | -2% | -31
Cc1ccccc1-c1cc2c(c3c1ccn3C)C1CCC2C1 (stereo not given)
    u | x | x | x | x | -1% | -14
CCCCCSc1cc(OC)c(CCN)cc1OC
    -30% | 9% | -3% | 57% | u | 4% | -70*
CC(C)(C)C1CCC(=NNc2ncc(C(F)(F)F)cc2Cl)CC1 (stereo not given)
    5% | -4% | -2% | -28% | 5% | 3% | 10
Cc1ccc(CN2CCN(/N=C/c3ccc(N(C)C)cc3)CC2)cc1
    8% | -6% | -2% | -18% | -5% | 5% | 8
Cc1ccn(CC(=O)N/N=C/c2cc([N+](=O)[O-])ccc2O)n1
    12% | -16% | 2% | -11% | 0% | -1% | 37
O=C(COC(=O)/C=C/c1ccc(OC(F)F)cc1)NCCN1C(=O)CSC1=O
    5% | 5% | 3% | -1% | -8% | -8% | 47
Cn1c(NC(=S)Nc2ccccc2)nc2ccccc21
    -1%[2.32 µM] | -19% | -6% | -25% | -2% | -21% | 59
O=C(COC(=O)c1c2ccccc2cc2ccccc12)Nc1ncc(C(F)(F)F)cc1Cl
    29% | 0% | -8% | -37% | -11% | 2% | 2
CCN(CC)C(=O)CN(C)S(=O)(=O)c1cccc2nsnc12
    -6% | 6% | -2% | -2% | 0% | 1% | 3
Cc1ccc(S(=O)(=O)N(C)C)cc1NC(=O)Nc1ccccc1F
    -5% | 13% | -4% | -40% | 3% | 2% | -34
Cc1ccc(-c2ccc(=O)n(CC(=O)Nc3cccc(C(=O)N4CCN(C)CC4)c3)n2)cc1
    -6% | -10% | -1% | 118%[activator] | -15% | -2% | 29
CN(C)CCCNc1nc2cc(-c3ccccc3)sc2c(=O)n1C
    -14% | x | x | x | x | -1% | -5
O=C(NCCCN1CCOCC1)c1cc(-c2ccco2)nc2ccccc12
    -29% | x | x | -6% | x | -5% | 0
C=CCN1c2ccccc2[C@]23C[C@@H](C(=O)OC)N(C(C)=O)C2=NC(C(=O)OC)=C(C(=O)OC)[C@H]13
    -3% | 2% | 5%[11.5 µM] | 174%[activator] | -2% | 0% | -18
CC(=O)NN1C(=O)/C(=C\c2ccc(O)cc2)SC1=S
    7% | -10% | -12% | -30% | 6% | 1% | -14
Cc1ccc(NC(=O)CSCC(=O)N(C)Cc2ccc(Cl)c(Cl)c2)cc1
    2%[11.6 µM] | -3% | x | 4% | -13% | -2% | -15
CCN(CC(=O)Nc1ccc(C)c(F)c1)CC(=O)NC(C)C
    2% | 2% | -8% | 34% | 3% | 1% | -8
CN1C(=O)CC(c2ccccc2)C1=O (stereo not given)
    -6% | -4% | x | -15% | u | 6% | 19
CCN(CC)CCNCc1cc(Br)ccc1OCC(=O)NCc1ccccc1
    12% | 5% | 7% | 39% | 6% | -6% | -24
COc1cc2c(cc1O)CC[C@@H]1[C@@H]2CC[C@]2(C)[C@@H](O)CC[C@@H]12
    -13% | 1% | 0% | -1% | u | -4% | x
CCc1ccc(NC(=O)Cn2nc(C)c([N+](=O)[O-])c2C)cc1
    -1% | 8% | 0% | -24% | 0% | 2% | 6
CC1(C(=O)O)COC(c2ccc([N+](=O)[O-])cc2)OC1 (stereo not given)
    11% | 4% | 6% | -38% | -5% | -2% | -7
CCC(=NCCc1c[nH]c2ccccc12)c1c(O)n(C)c(=O)n(C)c1=O
    -14% | -5% | 3% | 55% | -3% | 2% | -75*
CCN1CCN(C(=O)CN(CC)S(=O)(=O)c2ccc(Cl)cc2)CC1
    -6% | 3% | 1% | x | -4% | 3% | 7
COc1ccc(C2=COc3ccccc3C(=O)N2)cc1
    7% | 7% | 7% | -23% | u | -5% | u
Cc1ccc(CN=C2NC(=O)C(CC(=O)NCCc3ccccc3)S2)cc1 (stereo not given)
    x | u | -2% | -15%[11.4 µM] | -9% | x | x
COc1cc(C(c2c(C)[nH][nH]c2=O)c2c(C)[nH][nH]c2=O)ccc1OCc1ccc([N+](=O)[O-])cc1
    68%[activator] | 9% | 2% | -6% | -1% | 8% | 99
Cc1cccc(NC(=O)Cn2c(=O)n(CC3CCC(C(=O)NCCc4ccccc4)CC3)c(=O)c3ccccc32)c1 (stereo not given)
    x | 0% | x | x | 9% | -2% | 25
COc1c(N)c2ccccc2[nH]c1=O
    10% | -3% | -3% | -5% | 2% | -4% | 93

Arranged by formula weight (ascending): five of the compounds above.
Sequence of screens – AMA1-RON2 inh | Sm TGR inh | LmPK inhibitor | AmpC no deterg | AmpC detergent | TbPYK inhibitor | HCMV inh
NC(=O)C1CCN(C(=O)CC2(CC(=O)O)CCCCC2)CC1
    -4% | 3% | -2% | -6% | -2% | -7% | u
CCCOC(=O)c1ccc(NC(=O)c2nc3nc(C)cc(C)n3n2)cc1
    -3% | -1% | -4% | 11% | -9% | 7% | 59
CCC(=NCCc1c[nH]c2ccccc12)c1c(O)n(C)c(=O)n(C)c1=O
    -14% | -5% | 3% | 55% | -3% | 2% | -75*
Cc1ccc(CN=C2NC(=O)C(CC(=O)NCCc3ccccc3)S2)cc1 (stereo not given)
    x | u | -2% | -15%[11.4 µM] | -9% | x | x
O=C(COC(=O)c1c2ccccc2cc2ccccc12)Nc1ncc(C(F)(F)F)cc1Cl
    29% | 0% | -8% | -37% | -11% | 2% | 2

From PubChem BioAssay
